HCV inhibitor: HCV inhibition | Huh7.5.1 HCVcc-Cre infection, luciferase reporter, 44 h | Potency, µM (doses to about 41.8 µM), without a hit: at the top dose activity change, negative = inhibition, hits mostly inhibitors | 340,000 tested, 3.4% active | AID 651820
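A cell-based infection assay in which seeded cells (1,000 per well) receive test compound after 4 h, are inoculated with HCVcc-Cre at approximately 0.5 moi, and are incubated 44 h before luminescence detection.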
Pf growth 48h: inhibits P. falciparum growth in the first generation, 48 h; P. falciparum luciferase growth in erythrocytes, 48 h; 310,000 tested, 5.9% active; Potency, µM (highest dose often 28.7 µM), for the others: top-dose activity change, negative = inhibition, hits mostly inhibitors
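Luciferase-expressing parasites in RBCs, 2% Hct / 0.1% parasitemia final; RPMI 1640 + 0.5% Albumax; 37 C, 5% CO2, one generation; luminescence read-out, lower signal = inhibition.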
Sm TGR block: inhibitors of Schistosoma mansoni thioredoxin glutathione reductase; purified TGR, DTNB reduction, TNB absorbance 405 nm; Potency, µM (titrated, usually from 114 µM), inactives show top-dose activity change, negative = inhibition, most hits filed as inhibitors; Q962Y6; 360,000 tested, 3% active; AID 485364; also: nearly all actives have a fitted effect of over 60% in size
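First, TGR (20 nM dispensed) and NADPH were mixed with compound. Second, a 15 min room-temperature incubation followed. Third, further NADPH and then DTNB were added to start the reaction. Finally, TNB absorbance was monitored kinetically.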
LmPK inh: inhibitors of Leishmania mexicana pyruvate kinase. Q27686. purified LmPK, Kinase-Glo ATP luminescence, 1 h. Potency, µM (top dose mostly 57.5 µM), for inactives: at the top dose activity change, negative = inhibition, most hits filed as inhibitors. 290,000 tested, 0.37% active
Target sequence (Q27686 whole entry, looked up): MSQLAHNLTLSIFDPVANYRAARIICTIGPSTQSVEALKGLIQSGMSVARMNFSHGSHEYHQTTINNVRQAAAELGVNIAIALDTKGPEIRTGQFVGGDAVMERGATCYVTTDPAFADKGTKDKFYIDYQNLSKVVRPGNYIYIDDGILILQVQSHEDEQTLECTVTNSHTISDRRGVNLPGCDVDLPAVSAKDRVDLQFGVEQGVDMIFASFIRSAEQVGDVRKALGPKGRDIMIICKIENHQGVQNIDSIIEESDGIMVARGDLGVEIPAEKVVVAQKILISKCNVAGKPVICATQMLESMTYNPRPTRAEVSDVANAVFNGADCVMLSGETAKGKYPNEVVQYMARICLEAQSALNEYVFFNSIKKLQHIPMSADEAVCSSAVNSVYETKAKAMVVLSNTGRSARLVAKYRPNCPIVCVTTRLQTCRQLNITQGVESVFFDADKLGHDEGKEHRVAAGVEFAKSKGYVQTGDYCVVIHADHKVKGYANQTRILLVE
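Purified LmPK (0.1 nM) with 0.5 mM PEP and 0.1 mM ADP in imidazole buffer pH 7.2 with MgCl2/KCl, 1 h at room temperature. ATP formed was read by luciferase luminescence and normalized to no-enzyme and uninhibited controls.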
Tb PYK inh: T. brucei pyruvate kinase inhibition; Potency, µM (highest dose often 76.8 µM), for inactives: top-dose activity, negative = inhibition, actives largely listed as inhibitors; TbPYK enzyme, Kinase-Glo Plus ATP luminescence, 45 min; AID 624173; 410,000 tested, 0.12% active; Q57TT1; also: nearly all actives have a fitted effect of over 50% in size
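Quantitative HTS: titrated library compounds versus trypanosomal pyruvate kinase in TEA buffer (pH 7.2) containing KCl, MgCl2, BSA and Tween-20. Reactions were initiated with ADP, 130 uM final. Kinase-Glo Plus luminescence was read after 45 min at RT.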
Pf growth 96h: P. falciparum growth inhibition at 96 hours. P. falciparum luciferase reporter growth, 96 h. Potency, µM (highest dose often 28.7 µM), inactives show at the top dose activity change, negative = inhibition, hits mostly inhibitors. 320,000 tested, 6.9% active. AID 504834
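Two-generation exposure (96 h) targets delayed-death phenotype. Reporter parasites carrying integrated firefly luciferase, in red cells at 2% hematocrit and 0.05% parasitemia final, kept at 37 C, 5% CO2; luminescence loss indicates inhibition.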
Active calls of the source: *; [ ] = dose if it differs, or a comment. Calls follow the shape of the dose curve; as a rule, active = well fitted curve in the direction sought with a large enough effect; inconclusive = small, poorly fitted or top-dose-only effect, or another doubt; inactive = no such curve, though single readings can be large; an effect the other way counts as inactive or inconclusive. % is scaled to controls: 0 for no effect and ±100 for the full control effect; potency is read from the fitted curve at half-maximal effect.

CCOc1ccc(-n2c(COc3ccccc3)nnc2SCC(N)=O)cc1 was read as HCV inhibitor 10%, Pf growth 48h 10%, Sm TGR block 1%, LmPK inh -7%, Tb PYK inh -9% and Pf growth 96h -15%.
`CN(C)S(=O)(=O)c1cccc(NC(=O)COc2nc3ccccc3nc2N2CCOCC2)c1` gave HCV inhibitor 7%, Pf growth 48h 10%, Sm TGR block inconclusive, LmPK inh 1%, Tb PYK inh -7% and Pf growth 96h 3%.
Screening COc1ccc(S(=O)(=O)n2nc(OCc3cccs3)cc2N)cc1 returned HCV inhibitor inconclusive, Pf growth 48h -5%, Sm TGR block -12%, LmPK inh -1%, Tb PYK inh 4% and Pf growth 96h 33%[activator].
For COc1ccc(CO/N=C/c2c(C)[nH]c(=O)[nH]c2=O)cc1 the results were HCV inhibitor 9%, Pf growth 48h 20%, Sm TGR block 4%, LmPK inh -7%, Tb PYK inh -7% and Pf growth 96h -1%.
COc1ccc(CNC(=O)CSc2nnc(C(F)(F)F)n2C)cc1 was read as HCV inhibitor 0%, Pf growth 48h -21%, Sm TGR block 2%, LmPK inh 6%, Tb PYK inh 7% and Pf growth 96h 0%.
For Cc1cc(C(=O)OCC(=O)N2CC(=O)Nc3ccccc32)no1 the results were HCV inhibitor 13%, Pf growth 48h 12%, Sm TGR block 0%, LmPK inh -4%, Tb PYK inh -1% and Pf growth 96h inconclusive.
For CN1CCCN(C(=O)c2ccccc2Cl)CC1 the results were HCV inhibitor 20%, Pf growth 48h 29%, Sm TGR block 0%, LmPK inh 1%, Tb PYK inh -8% and Pf growth 96h inconclusive.
For CCc1ccc(N2C(=O)CN(CC(=O)OC)C2=S)cc1 the results were HCV inhibitor 0%, Pf growth 48h 9%, Sm TGR block -1%[57.1 µM], LmPK inh -7%, Tb PYK inh -2% and Pf growth 96h 2%.
COc1ccc(N(Cc2cc3cc(C)ccc3[nH]c2=O)C(C)=O)cc1 was read as HCV inhibitor 4%, Pf growth 48h inconclusive, Sm TGR block -9%, LmPK inh 1%, Tb PYK inh -7% and Pf growth 96h inconclusive.
Screening O=C(Nc1ccc(F)cc1)c1ccccc1Oc1ccc(C(F)(F)F)cc1[N+](=O)[O-] returned HCV inhibitor 11%, Pf growth 48h 10µM*, Sm TGR block 2%, LmPK inh -2%, Tb PYK inh -4% and Pf growth 96h -99%.
`Cc1ccc(S(=O)(=O)N2CCN(C(=O)COc3ccc(-c4nnco4)cc3)CC2)cc1` gave HCV inhibitor 7%, Pf growth 48h inconclusive, Sm TGR block 7%, LmPK inh -1%, Tb PYK inh -4% and Pf growth 96h inconclusive.
Screening Cc1ccc(N/C=C/C(=O)c2cccs2)cc1 returned HCV inhibitor -2%, Pf growth 48h 333%[activator], Sm TGR block 10%, LmPK inh 16µM*, Tb PYK inh -18% and Pf growth 96h inconclusive.
Screening Cn1c(C(=O)N2CCCC(C(=O)NCCCc3ccccc3)C2)cc2sccc21 (stereo unspecified) returned HCV inhibitor inconclusive, Pf growth 48h inconclusive, Sm TGR block 3%, LmPK inh 1%, Tb PYK inh inconclusive and Pf growth 96h inconclusive.
`CCCOc1ccccc1-c1nc2c([nH]1)c(=O)[nH]c(=O)n2C` gave HCV inhibitor inconclusive, Pf growth 48h -13%, Sm TGR block 4%, LmPK inh -10% and Tb PYK inh -1%.
COc1cc(OC)c(-c2nc3ccccc3s2)cc1OC was read as HCV inhibitor 11µM*, Pf growth 48h -12%, Sm TGR block -7%, LmPK inh 12%, Tb PYK inh -1% and Pf growth 96h inconclusive.
For Cc1csc(=N)n1CC(=O)N1CCc2ccccc21 the results were HCV inhibitor -12%, Pf growth 48h inconclusive, Sm TGR block -4%, LmPK inh -3%, Tb PYK inh 3% and Pf growth 96h 160%[activator].
For O=C(Nc1ccncc1)c1cc(-c2ccccn2)nc2ccc(Br)cc12 the results were HCV inhibitor -20%, Pf growth 48h 12%, Sm TGR block 4%, LmPK inh 3%, Tb PYK inh -9% and Pf growth 96h -22%.
For CCOCC(=O)Nc1ccc(C(=O)Nc2ccccc2Cl)cc1 the results were Pf growth 48h 45%[activator], Sm TGR block 5%, LmPK inh -1% and Pf growth 96h 78%[activator].
`O=C(Cc1n[nH]c(=O)c2ccccc12)Nc1cc(Cl)ccc1-n1cncn1` gave HCV inhibitor 5%[8.37 µM], Pf growth 48h 6%, Sm TGR block 2%, Tb PYK inh -1% and Pf growth 96h 22%.
`CCCCCCC1CCC(C(=O)Nn2c(C)nc3ccccc3c2=O)CC1` (stereo unspecified) gave HCV inhibitor -14%, Sm TGR block 3%, LmPK inh -1%, Tb PYK inh -3% and Pf growth 96h 0%.

Continued; the last 4 above are carried over.
For O=C(Nc1ccncc1)c1cc(-c2ccccn2)nc2ccc(Br)cc12 the results were HCV inhibitor -20%, Pf growth 48h 12%, Sm TGR block 4%, LmPK inh 3%, Tb PYK inh -9% and Pf growth 96h -22%.
For CCOCC(=O)Nc1ccc(C(=O)Nc2ccccc2Cl)cc1 the results were Pf growth 48h 45%[activator], Sm TGR block 5%, LmPK inh -1% and Pf growth 96h 78%[activator].
`O=C(Cc1n[nH]c(=O)c2ccccc12)Nc1cc(Cl)ccc1-n1cncn1` gave HCV inhibitor 5%[8.37 µM], Pf growth 48h 6%, Sm TGR block 2%, Tb PYK inh -1% and Pf growth 96h 22%.
`CCCCCCC1CCC(C(=O)Nn2c(C)nc3ccccc3c2=O)CC1` (stereo unspecified) gave HCV inhibitor -14%, Sm TGR block 3%, LmPK inh -1%, Tb PYK inh -3% and Pf growth 96h 0%.
Screening Cc1ccc(S[C@@H](CCN2CC[C@H](NC(=O)OCc3ccccc3)CCC2=O)c2ccccc2)cc1 returned HCV inhibitor 13µM*, Pf growth 48h 3%, Sm TGR block -20%, LmPK inh -2%, Tb PYK inh -4% and Pf growth 96h inconclusive.
O=C(CSc1nnc(NC(=O)C2CC2)s1)Nc1ccccc1Cl was read as HCV inhibitor 24%, Pf growth 48h 15%, Sm TGR block 5%, LmPK inh 0%, Tb PYK inh 0% and Pf growth 96h 15%.
For COc1ccc(NC(=O)COc2ccc(/C=N/n3c(C)nnc3C)cc2OC)cc1 the results were HCV inhibitor 6%, Sm TGR block -3%, LmPK inh 0%, Tb PYK inh 3% and Pf growth 96h 12µM*.
`CCCCc1c(O)nc(SCC(=O)O)[nH]c1=O` gave HCV inhibitor 2%, Pf growth 48h 11%, Sm TGR block -7%, LmPK inh 1%, Tb PYK inh 6% and Pf growth 96h -4%.
`CCOC(=O)c1cn(CC)c2cc(N3CCOCC3)c(F)cc2c1=O` gave HCV inhibitor -22%, Pf growth 48h 1.9µM*, Sm TGR block -2%, LmPK inh -1%, Tb PYK inh -17% and Pf growth 96h 14%.
`OC(COc1ccc2cc(Br)ccc2c1)CN1CCCC1` (stereo unspecified) gave HCV inhibitor 4.5µM*, Pf growth 48h inconclusive, Sm TGR block 1%, LmPK inh 2%, Tb PYK inh -21% and Pf growth 96h 31%[activator].
`Cc1onc(-c2ccccc2)c1C(=O)n1cc(Br)cn1` gave HCV inhibitor 8%, Pf growth 48h 11%, Sm TGR block -5%, LmPK inh -1%, Tb PYK inh -6% and Pf growth 96h 10%.
CCCn1c2c(c(O)c(C(=O)Nc3ncccc3C)c1=O)CCCC2 was read as HCV inhibitor 11µM*, Pf growth 48h 10%, Sm TGR block -6%, LmPK inh 4%, Tb PYK inh 7% and Pf growth 96h -1%.
N/C(=N\OS(=O)(=O)c1ccccc1)c1cccnc1 was read as HCV inhibitor 14%, Pf growth 48h 11%, Sm TGR block 2%, LmPK inh -2%, Tb PYK inh -14% and Pf growth 96h 155%[activator].
COc1cc(NS(=O)(=O)c2ccc(NC(=S)NC(=O)/C=C/c3ccc(OC)c(OC)c3)cc2)ncn1 was read as HCV inhibitor 0%, Pf growth 48h -5%, Sm TGR block -21%, LmPK inh 4%, Tb PYK inh -10% and Pf growth 96h 19%.
Screening Cn1c(=O)n(C)c2cc(N3CCCC3)c(NC(=O)c3cccc(F)c3)cc21 returned HCV inhibitor inconclusive, Pf growth 48h -6%, Sm TGR block inconclusive, LmPK inh -1%, Tb PYK inh -10% and Pf growth 96h inconclusive.
CC(C)C(=O)c1cn(CC(=O)N2CCCc3ccccc32)c2ccccc12 was read as HCV inhibitor inconclusive, Sm TGR block 0%, LmPK inh 1%, Tb PYK inh -6% and Pf growth 96h inconclusive.
COC(=O)C1=C(c2ccc(F)cc2OCc2ccccc2)C[C@@H]2CC[C@H]1N2C(=O)NCc1cccc(C(F)(F)F)c1 was read as HCV inhibitor inconclusive, Pf growth 48h 4.7µM*, Sm TGR block 5%, Tb PYK inh 3% and Pf growth 96h inconclusive.
Screening COc1ccc(C(=O)OCC(=O)N(C)C2CCS(=O)(=O)C2)cc1S(=O)(=O)N1CCCc2ccccc21 (stereo unspecified) returned HCV inhibitor -9%, Pf growth 48h 36%[activator], Sm TGR block 3%, LmPK inh -9%, Tb PYK inh 1% and Pf growth 96h 32%[activator].
Screening CCOc1cc(NC(=O)c2cccs2)c(OCC)cc1NC(=O)c1cccnc1 returned HCV inhibitor -14%, Pf growth 48h 8%, LmPK inh 6%, Tb PYK inh 8% and Pf growth 96h 48%[activator].
`COc1cccc(-c2nc(CS(=O)(=O)CC(=O)Nc3cccc(C)c3C)c(C)o2)c1` gave HCV inhibitor inconclusive, Pf growth 48h 1%, Sm TGR block inconclusive, LmPK inh 1%, Tb PYK inh -1% and Pf growth 96h inconclusive.
Screening O=C(NC1CCc2ccccc21)C1CCN(S(=O)(=O)c2ccc(Cl)cc2)CC1 (stereo unspecified) returned HCV inhibitor 3%, Pf growth 48h -9%, Sm TGR block -2%, LmPK inh 6%, Tb PYK inh -2% and Pf growth 96h inconclusive.
For c1ccc2c(c1)OCC(c1csc3ncnc(N4CCCCC4)c13)O2 (stereo unspecified) the results were HCV inhibitor 5%, Pf growth 48h inconclusive, Sm TGR block 8%, LmPK inh 6%, Tb PYK inh 2% and Pf growth 96h inconclusive.
`COCCNC(=O)CN1C(=O)NC2(CCOc3ccccc32)C1=O` (stereo unspecified) gave HCV inhibitor 5%, Pf growth 48h -17%, Sm TGR block -2%, LmPK inh 5%, Tb PYK inh 2% and Pf growth 96h 1%.
Screening Cc1c(Cl)cnc(NC(=O)COC(=O)c2nn(C)c(=O)c3ccccc23)c1Cl returned HCV inhibitor 13%, Pf growth 48h 16%, Sm TGR block -11%, LmPK inh 2%, Tb PYK inh 5% and Pf growth 96h 26%.
Screening CN(C)S(=O)(=O)c1cccc(COC(=O)CN2C(=O)NC3(CCCC3)C2=O)c1 returned HCV inhibitor -11%, Pf growth 48h 12%, Sm TGR block -20%, LmPK inh 0%, Tb PYK inh -4% and Pf growth 96h 32%[activator].
CC(C)(CSc1ncccn1)NS(=O)(=O)c1ccccc1 was read as HCV inhibitor 20%, Pf growth 48h -5%, Sm TGR block 0%, LmPK inh 2%, Tb PYK inh -3% and Pf growth 96h 10%.
For CCOC(=O)c1ccccc1NC(=O)COc1ccccc1 the results were HCV inhibitor -11%, Pf growth 48h inconclusive, Sm TGR block 2%, LmPK inh 1%, Tb PYK inh -7% and Pf growth 96h inconclusive.
Screening CC1CCCCN1CCCNC(=O)C1CCN(c2nc3ccccc3o2)CC1 (stereo unspecified) returned HCV inhibitor inconclusive, Pf growth 48h -7%, Sm TGR block 2%, LmPK inh 1%, Tb PYK inh 0% and Pf growth 96h 16%.
Screening O=C(Cn1nnc2c(cnn2-c2ccccc2)c1=O)N1CCN(c2ccccc2F)CC1 returned HCV inhibitor -12%, Pf growth 48h 9%, Sm TGR block -8%, LmPK inh 6%, Tb PYK inh 0% and Pf growth 96h -11%.
